# Yfh1-depleted yeast = enhancers of respiration in Yfh1-depleted yeast, dose response, Friedreich's ataxia, plus single-dose screen (AID 1465); S. cerevisiae Yfh1-off respiration, WST-1 reduction, 72 h; higher fold induction means a stronger effect; fold induction at 50 µM, or EC50 in µM where a hit was titrated; 220,000 compounds, 0.074% hits;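 active means fold induction of absorbance versus untreated yeast above a set limit, then at least 30% activation at any dose in follow-up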;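 further: activators that raise dye reduction in frataxin-depleted yeast; strong numbers were not always called active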
# Autophagy mod = autophagy modulators in MEF cells, primary screen, imaging, high-content, MEF GFP-LC3. MEF GFP-LC3 puncta imaging; test concentration mostly 10 µM. calls only at 10 µM (by protocol). 190,000 compounds, 0.98% hits. AID 463193, 2010;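 active means percentage of spot-positive cells more than 3 SD above its plate mean, without a fluorescence outlier flag or 80% toxicity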;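 further: spot-positive cell cutoff set from DMSO-treated cells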
# bCat nuc transl = modulators of beta-catenin nuclear translocation, primary screen, imaging, HeLa cells, immunofluorescence, high-content; nuclear translocation activity, % at 5 µM; 190,000 compounds, 0.3% hits;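 active means nuclear translocation activity above 50% at 5 µM, with a well cell count of 50 or more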;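 further: per-cell ratio of nuclear to cytoplasmic median beta-catenin stain intensity; plate controls were DMSO negative control for no effect and GSK-3 inhibitor IX positive control for full effect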
#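 Test system: HeLa cells, endogenous beta-catenin; Compound: single 5 µM dose plus 0.02–20 µM confirmation series; Times: compound exposure 24 h at 37°C; Signal: fluorescence imaging of beta-catenin antibody stain plus DAPI; Read-out: % activation, nuclear-to-cytoplasmic median beta-catenin signal ratio per cell.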
# NOD1 NF-kB reporter = NOD1 signaling inhibitors, primary screen, cell-based, luminescence, uHTS (AID 1578); NOD1-driven NF-kB luciferase reporter cells, luminescence; higher % means a stronger effect; inhibition, % at 4 µM, or EC50 in µM where a hit was titrated; 290,000 compounds, 1% hits; in the data active means inhibition mostly above about 36%, no sharp cut-off; inactive means mostly below about 34%;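 further: HEK-293T reporter cells stimulated with the NOD1 agonist gamma-tri-DAP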
# HEK293 NOD2/NF-kB = NOD2 signaling inhibitors, cell-based, luminescence, uHTS, HEK293 (AID 1566); inhibition, % at 4 µM; hits with a dose series show EC50 in µM; 290,000 compounds, 0.63% hits; HEK293 NOD2/NF-kB luciferase reporter, luminescence; higher % means a stronger effect; in the data active means inhibition above about 50%; further: many of its hits are not listed in these tables
# MT stabilize HCS = microtubule stabilizers in HeLa cells, primary screen, imaging, high-content imaging | HeLa tubulin immunostaining HCS, 24 h; share of cells brighter than vehicle mean+2SD | % tubulin-high responders, % at 10 µM | 200,000 compounds, 0.83% hits | AID 2205, 2009;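 active means plate Z-score above 3 for both tubulin-high and condensed-nucleus cell shares, with cell loss under 80%, at 10 µM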;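 further: anti alpha tubulin signal scored within the nucleus-defined area of each cell; some results filed as inactive read as strong as hits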
# Ins promoter up = insulin promoter activators in MIN6 cells, imaging, high-content screening, mouse beta cells. z-score at 5 µM. 190,000 compounds, 0.3% hits. MIN6 insulin promoter-GFP reporter; active compounds read high;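 active means z-score above 3 at 5 µM with at least 500 cells counted in the well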
# P. falciparum M17LAP = P. falciparum M17LAP inhibitors, primary screen, biochemical, fluorogenic H-Leu-NHMec substrate, 1536-well (AID 1619); 220,000 compounds, 0.38% hits; recombinant M17LAP, H-Leu-NHMec fluorogenic kinetic assay; higher % means a stronger effect; inhibition, % at 30 µM, or IC50 in µM where a hit was titrated; Leucine aminopeptidase (Plasmodium falciparum (isolate 3D7));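 active means compound inhibiting the enzyme by more than half at any dose during confirmatory dose-response retesting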;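 further: plate controls were full reaction with DMSO carrier for no effect and no enzyme background for full effect; strong numbers were not always called active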
# Dynein cargo inh = inhibitors of GR-EGFP nuclear translocation, primary screen, dynein cargo transport inhibitor project, imaging, high-content, 3617.4 mouse cells. AID 1381, 2008. 220,000 compounds, 0.47% hits. z-score, hits read low. test concentration mostly 20 µM; stimulated with dexamethasone, 1 µM; active compounds read low;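 active means plate z-score of nuclear minus cytoplasmic receptor signal below a set negative limit, without overly bright fluorescence or cell loss, cut at about -3.5 in these data, passing the limit was not always enough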;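 further: z-score of nuclear minus cytoplasmic ring GR-EGFP intensity difference per well; some compounds called inactive have numbers as strong as hits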
#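 Buffer or medium – tet-free medium with charcoal-stripped serum · Signal – automated 10x imaging of fixed Hoechst-stained cells · Also added – dexamethasone agonist, 1.0 µM final, for 30 min · Incubation – induction 48 h, compound 1 h, agonist 30 min · Read-out – GR-EGFP nuclear translocation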
# Dynein cargo inh cytoplasmic EGFP = second read-out of Dynein cargo inh, no call of its own (marks repeat the call); z-score; measured here: cytoplasmic GR-EGFP intensity; active compounds read high
# Dynein cargo inh nuclear GR-EGFP = recorded beside Dynein cargo inh, whose call it bears; z-score; measured here: nuclear GR-EGFP intensity;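 lower value marks the stronger effect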
# Dynein cargo inh cell count = second read-out of Dynein cargo inh, no call of its own (marks repeat the call); z-score; measured here: cell count per field
# Ins promoter up cell count = recorded beside Ins promoter up, whose call it bears; cell count; measured here: cytotoxicity, nuclei count;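 total cells summed across four imaged fields per well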
# bCat nuc transl cell count 5 µM = recorded beside bCat nuc transl, whose call it bears; cell count; measured here: cell count, cytotoxicity flag
# MT stabilize HCS Hoechst-high % = also measured in MT stabilize HCS; calls as there; % Hoechst-high responders; measured here: nuclear condensation Hoechst responders;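 share of cells brighter than vehicle mean plus two SD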
# MT stabilize HCS cytotoxicity % = also measured in MT stabilize HCS; calls as there; toxicity, %; measured here: cytotoxicity by cell density;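 0% = mean cell density of plate MIN control wells and 100% = no cells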
# Autophagy mod cell loss 18 h = further read-out of Autophagy mod, marked with its call; toxicity, %; measured here: cell loss, nuclei count;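 cell loss after 18 h compound exposure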
# An asterisk follows results filed as active; i = inactive; . = not tested or not shown. This is a subset (hit frequency here may not be typical).
SMILES,Yfh1-depleted yeast,Autophagy mod,Autophagy mod cell loss 18 h,bCat nuc transl,bCat nuc transl cell count 5 µM,NOD1 NF-kB reporter,HEK293 NOD2/NF-kB,MT stabilize HCS,MT stabilize HCS Hoechst-high %,MT stabilize HCS cytotoxicity %,Ins promoter up,Ins promoter up cell count,P. falciparum M17LAP,Dynein cargo inh,Dynein cargo inh cytoplasmic EGFP,Dynein cargo inh nuclear GR-EGFP,Dynein cargo inh cell count
CCC(C)NC(=O)CNC(=S)N(CCCN1CCOCC1)Cc1cccs1 (stereo not given),i,i,6,-1.3,1210,-19%,6%,4.2,1.4,0.4,.,.,-9%,-0.086,-0.17,0.023,0.58
O=C(Cn1nc(Cc2cccnc2)c2ccccc2c1=O)Nc1ccccc1F,i,.,.,-0.1,1367,0%,-2%,.,.,.,0.56,922,-1%,1,-0.21,1,-0.26
CCS(=O)(=O)c1ccc2oc(SCC(=O)NCCc3ccc(OC)cc3)nc2c1,i,i,-1,-2.0,1043,-7%,16%,3.7,1.9,6.6,-0.43,1074,27%,-0.57,-0.19,-0.38,-0.044
O=C(/C=C/c1ccc(F)cc1)NCCc1ccc2c(c1)OCCO2,i,i,9,-2.6,1147,-3%,6%,7.2,2.7,11,-0.48,1511,4%,-0.4,-0.3,-0.47,0.6
O=C(O)c1ccccc1C(=O)c1ccc(Br)s1,i,i,31,4.1,952,-52%,-28%,4.1,2.0,7.3,0.28,1553,0%,-0.33,-0.27,-0.048,0.65
O=C1N(C2CCCC2)C[C@@H]2C[C@@H](c3cccn3-c3ccccn3)N3CCC[C@@]123,i,i,38,0.4,1121,-18%,3%,2.3,1.5,2.1,-0.84,1455,0%,1.3,-0.14,0.88,-1.2
COC(C[C@@H]1O[C@@H]1[C@H](O)[C@H](C)OCc1ccccc1)OC,i,.,.,3.0,1416,-9%,20%,.,.,.,0.13,989,11%,-0.47,-0.81,-0.19,0.009
c1ccc(C2=NNC(=NC3CC3)SC2)cc1,i,i,3,-3.5,1398,60%,-37%,2.5,1.8,7.8,-0.43,1635,15%,-0.33,-0.15,0.59,0.55
O=C(NCCN1C(=O)S/C(=C\c2cccnc2)C1=O)C1=NN(c2ccccc2)C(=O)CC1,i,i,-6,0.6,945,-15%,9%,4.3,2.1,5.4,-0.03,1603,12%,-0.54,-0.29,0.28,0.03
O=C(Nc1ccc2nsnc2c1)NC1CCCCC1,.,i,9,-3.9,1181,-86%,-74%,0.7,1.4,7.5,-0.61,1015,25%,0.56,-0.084,0.76,-0.3
COC(=O)c1ccc(CN2CCC(CO)(Cc3cccc(OC)c3)CC2)cc1,i,i,3,1.1,1525,-23%,9%,1.8,1.6,5.9,-0.29,1068,-3%,-1.6,-0.045,-0.79,7.4
CCOC(=O)C(=NCCOC)NNc1cc(Cl)ccc1Cl,i,i,-6,-2.1,1056,-22%,-20%,1.4,2.0,1.0,0.09,1534,6%,-0.4,-0.26,-0.22,0.47
Cc1cccc(N2CSC3=C(C#N)C(c4ccc(C)o4)CC(=O)N3C2)c1 (stereo not given),i,i,-2,-2.6,1097,-48%,-11%,3.2,1.9,5.0,-0.34,1333,-17%,-1.4,0.82,-0.55,0.94
CCOc1cc(-c2noc(N)c2C#N)cc(OCC)c1OCC,.,i,2,-0.8,1369,41%,14%,1.7,1.5,13,-0.06,1523,0%,0.48,-0.2,0.84,0.76
CCCCCn1c(=O)c(Cc2ccccc2)c(O)c2ccccc21,i,i,-31,-1.8,1240,-28%,17%,3.0,1.7,8.7,0.06,1207,-2%,0.13,-0.21,0.91,0.64
CN(C)S(=O)(=O)N1CCC(Oc2ccc(C(=O)NCC(C)(C)CO)cc2)CC1,i,i,-9,-1.4,1007,-15%,12%,4.9,1.6,12,-0.51,1363,-10%,0.92,-0.21,0.49,-0.013
C=CCNC(=O)C1CCN(c2ccc(S(=O)(=O)N3CCOCC3)cc2Cl)CC1,i,i,-1,1.4,1098,-17%,22%,2.1,1.9,9.7,-0.92,1514,-2%,0.041,0.077,-0.058,-0.44
COc1cc2cc(CN(CCCN3CCOCC3)Cc3nnnn3Cc3ccccc3)c(=O)[nH]c2cc1OC,i,i,14,0.4,1077,-27%,22%,1.5,1.1,1.4,-0.06,1442,-18%,-0.56,-0.33,-0.074,0.75
O=C(NCc1cccs1)C(=O)c1cn(CC(=O)N2CCCC2)c2ccccc12,.,i,-4,-0.8,976,-15%,-3%,3.5,2.2,8.1,0.01,1179,25%,-0.13,-0.2,-0.028,0.23
Cc1c(C#N)c2ccccc2n1CC(=O)N1CCCC1,i,i,-8,-7.3,901,-25%,-9%,2.6,1.0,11,-0.49,1117,-5%,-0.49,-0.19,0.16,-0.044
O=C(CN1C(=O)c2ccccc2C1=O)N1CCN(C(=O)c2ccco2)CC1,i,i,2,.,.,7%,13%,1.0,1.1,11,.,.,2%,0.18,-0.013,-0.0098,-0.22
O=C(O)CCCNS(=O)(=O)c1ccc(NCc2ccccc2)c(C(=O)O)c1,i,i,-4,-1.0,1067,-26%,-11%,3.5,3.1,7.6,0.13,1686,15%,-0.3,-0.11,-0.2,1.2
CC1CN(Cc2cnc(Cl)s2)CC(C)O1 (stereo not given),i,i,7,-0.1,1024,-30%,22%,3.2,4.1,4.2,-0.74,1548,7%,0.65,-0.3,1,-1.2
O=C(Nc1ccc(S(=O)(=O)N2CCCCC2c2cccnc2)cc1)c1ccccc1F (stereo not given),i,i,-12,1.4,971,2%,19%,0.8,0.9,6.1,0.64,1511,-7%,-0.5,-0.2,-0.39,1.1
COc1cccc(C(=O)NCCOc2cc(C)cc(C)c2)c1,i,i,3,-1.0,975,-23%,28%,1.5,3.6,2.8,.,.,-8%,-0.93,-0.33,-0.65,0.97
Cn1ncc(Cl)c1C(=O)N1CCN(C(=O)c2ccco2)CC1,i,i,7,-1.0,1040,-8%,18%,6.1,1.9,6.2,0.75,1753,3%,-0.097,-0.3,0.5,0.1
CC(C)(C)n1nnnc1C(c1ccc(F)cc1)N1CCN(Cc2ccc3c(c2)OCO3)CC1 (stereo not given),i,i,0,-0.9,1018,-21%,-18%,3.2,0.8,0.4,0.08,1677,-3%,-0.52,-0.17,-0.47,0.15
Cc1cnn(C(=O)c2ccccc2Br)c1,i,i,4,-0.6,1155,-12%,4%,3.6,2.0,9.5,0.66,1285,1%,0.7,-0.16,0.84,-0.2
O=C1CC2c3ccccc3C1C1C(=O)N(Cc3ccccc3)C(=O)C21 (stereo not given),i,i,-6,1.1,1434,-20%,-1%,2.6,2.7,6.7,1,1282,4%,-0.32,-0.44,-0.71,1.7
COc1cc(CNc2nc3ccccc3n2C)cc(OC)c1OC,i,i,-5,-4.7,662,-14%,13%,2.3,2.8,7.8,-0.12,1261,1%,0.00024,-0.24,-0.31,0.6
COC(C[C@H](O)C[C@H](O)[C@H](C)OCc1ccccc1)OC,i,.,.,1.2,1334,-8%,-2%,.,.,.,0.2,887,6%,0.081,-0.78,0.095,0.43
Cc1ccnc(SCCn2c(N3CC(C)CC(C)C3)nc3c2c(=O)n(C)c(=O)n3C)n1 (stereo not given),i,i,0,2.9,1088,-26%,9%,1.8,4.7,10,-1.3,1275,11%,-0.6,-0.2,-0.12,0.82
COc1ccc(/C=C(\C#N)C(=O)N=CN(C)C)cc1,i,i,12,-2.5,1076,-20%,10%,3.2,1.5,5.3,-0.33,1124,8%,0.24,-0.19,0.2,-0.2
COc1ccc(/C=C/C(=O)Oc2cc(O)cc(O)c2)cc1,i,.,.,-1.1,1306,-18%,2%,.,.,.,-0.28,1049,-4%,-0.04,0.071,-0.37,0.27
C=CCNC(=O)COc1cc(C)cc(C)c1C,i,i,0,-1.3,973,-16%,12%,5.2,2.4,6.2,0.26,1703,12%,0.03,-0.28,0.53,-0.22
COc1ccc(NC(C)=O)cc1S(=O)(=O)N1CCN(C(=O)c2ccccc2F)CC1,i,.,.,-0.3,1316,-5%,8%,.,.,.,-0.54,986,-6%,-0.57,-0.24,0.12,0.53
CCc1cc2c(=O)c(-c3nc4ccccc4[nH]3)coc2cc1OC(=O)N1CCOCC1,i,i,10,-0.1,1262,52%,-4%,2.6,1.5,5.6,-0.26,1443,6%,0.45,-0.052,0.69,0.66
CCN(CC)C(=O)CSc1n[nH]c(=S)n1N,i,.,.,0.9,1373,-12%,5%,.,.,.,0.06,1458,0%,-0.53,-0.28,-0.16,0.56
CN(C)Cc1c(O)ccc2oc(Cc3ccccc3)cc12,i,i,1,-1.0,967,9%,-4%,2.8,1.9,4.7,0.97,1519,2%,0.31,-0.21,-0.55,1.3

# Compound activity deposited in PubChem by several laboratories.
